ARNT-TACC3 inh – disruptors of ARNT/TACC3 protein interaction, primary screen, biochemical, AlphaScreen, single concentration; inhibition, % at 9.99 µM; AID 623870, 2012; AlphaScreen His-ARNT PAS-B/GST-TACC3 binding, luminescence; TACC3 fragment carries E629A point mutation; 390,000 compounds, 0.66% hits;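 active = mean inhibition of replicates at least 50% and at least half of replicates each reaching 50%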;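 also: 0% = complete ARNT plus TACC3 wells and 100% = ARNT alone without TACC3; many hits fall short of the cut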
XiGFP reactiv – activators of inactive X chromosome reactivation, primary screen, imaging, XiGFP fibroblasts, GFP high-content imaging, set 2; XiGFP mouse fibroblasts, % GFP-positive cells imaging, 3 d; cells co-treated with 5-aza-dC sensitizer; scaled so ellipticine positive control = 100%; activation, % at 7.58 µM; 360,000 compounds, 0.055% hits; AID 743238, 2013;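 active = mean normalized replicate activation at least 10% and every replicate at or above 10%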;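 also: 0% = median of on-plate neutral control wells and 100% = ellipticine 6 µM median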
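assay system = SV40-immortalized XiGFP fibroblast cells, line 68-5-11 | buffer or medium = DMEM plus 5-aza-dC sensitizer | doses = single-point pinned compound dosing | times = 3-day compound exposure, then 15 min fixation at room temperature | benchmarks = positive control ellipticine, 6 µM final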
esBAF inh – Bmi1 luciferase reporter increase in mESCs, primary screen, esBAF inhibitor project, mouse ES cells, Bmi1 luciferase knock-in, single point; 24 h; 100% = twice the neutral-well signal; reporter increase, % at 12.5 µM; 350,000 compounds, 2% hits; AID 602393, 2012; in the data active = activation above about 40%;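 also: 0% = median of the plate's neutral control wells and 100% = double that signal; a rise in the Bmi1 reporter signal indicates esBAF inhibition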
RAD54 branch – inhibitors of human RAD54 branch migration, primary screen, biochemical, fluorescence, single point | 360,000 compounds, 0.14% hits | DNA repair and recombination protein RAD54-like (Homo sapiens), Q92698 | inhibition, % at 10.4 µM | RAD54 Holliday junction branch migration, FAM/BHQ fluorescence;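 active = mean normalized replicate activity at least 40 and at least half of replicates scoring 40 or more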;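 also: 0% = median of neutral control wells and 100% = median of positive control wells; inhibitors cause a drop in the FAM fluorescence signal; in these data hits start at about 50%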
GSIS activator – GLuc luminescence reporter in INS-1E cells, primary screen for activators of glucose-dependent secretion of insulin; 370,000 compounds, 0.61% hits; AID 743287, 2014; activation, % at 16.6 µM; INS-1E GLuc reporter insulin secretion, 2-3 h;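 active = lowest replicate activation of at least 40%, so every replicate reaches that level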;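 also: 0% = median of neutral control wells and 100% = median of IBMX positive control wells; some compounds called inactive have numbers as strong as hits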
ERAP1 inh – human ERAP1 aminopeptidase inhibitors, primary screen, biochemical, single point, plate reader | Endoplasmic reticulum aminopeptidase 1 (Homo sapiens), Q9NZ08 | recombinant ERAP1, Leu-AMC fluorescence, 60 min | inhibition, % at 10.7 µM | 340,000 compounds, 0.15% hits;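 active = mean replicate inhibition of at least 30%, or all replicates individually reaching that 30% level; inactive = mean below 30% and not every replicate reaching it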;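 also: 0% = neutral control wells and 100% = L-leucinethiol positive control wells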
Target sequence (Q9NZ08 whole entry, looked up): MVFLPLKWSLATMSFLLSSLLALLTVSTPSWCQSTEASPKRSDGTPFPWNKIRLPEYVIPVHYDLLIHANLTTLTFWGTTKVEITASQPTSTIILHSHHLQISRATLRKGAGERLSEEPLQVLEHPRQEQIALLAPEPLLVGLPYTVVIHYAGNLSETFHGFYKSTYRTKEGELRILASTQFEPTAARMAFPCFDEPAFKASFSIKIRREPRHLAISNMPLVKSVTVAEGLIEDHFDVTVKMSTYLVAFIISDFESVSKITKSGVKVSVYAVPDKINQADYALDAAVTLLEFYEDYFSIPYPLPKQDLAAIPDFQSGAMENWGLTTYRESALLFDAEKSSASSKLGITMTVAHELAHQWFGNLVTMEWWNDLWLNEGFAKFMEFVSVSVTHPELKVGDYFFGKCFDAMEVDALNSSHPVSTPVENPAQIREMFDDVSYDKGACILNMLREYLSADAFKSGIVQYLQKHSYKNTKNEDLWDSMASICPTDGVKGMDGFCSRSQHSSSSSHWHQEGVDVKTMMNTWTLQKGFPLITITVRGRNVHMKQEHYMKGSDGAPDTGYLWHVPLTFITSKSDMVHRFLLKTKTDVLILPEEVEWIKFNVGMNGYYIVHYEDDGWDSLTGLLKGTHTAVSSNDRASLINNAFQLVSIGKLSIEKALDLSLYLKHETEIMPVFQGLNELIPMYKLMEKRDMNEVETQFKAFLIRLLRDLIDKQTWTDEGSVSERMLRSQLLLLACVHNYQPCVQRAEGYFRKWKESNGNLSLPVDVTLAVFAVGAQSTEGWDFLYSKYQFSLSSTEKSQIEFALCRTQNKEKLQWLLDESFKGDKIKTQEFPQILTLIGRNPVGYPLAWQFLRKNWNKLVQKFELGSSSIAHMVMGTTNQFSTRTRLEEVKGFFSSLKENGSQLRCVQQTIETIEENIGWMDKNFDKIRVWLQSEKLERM
RAD52 inh – RAD52 DNA annealing inhibitors, primary screen, biochemical, FRET, single point, set 2. DNA repair protein RAD52 homolog (Homo sapiens), P43351. recombinant RAD52 DNA annealing, FRET fluorescence. inhibition, % at 18.7 µM. 360,000 compounds, 0.46% hits. AID 651710, 2012;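 active = every replicate showing at least 50% inhibition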
CFTR F508del cor – F508del CFTR correction, initial screen, CFBE line, single point; CFBE cells, YFP halide quenching; stimulated with forskolin plus potentiator P3; % fluorescence drop versus neutral controls; activity (quench increase), % at 7.58 µM; 350,000 compounds, 0.36% hits; AID 720511, 2013;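 active = mean added fluorescence quench of at least 8% versus neutral control, with both replicates also reaching 8%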;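 also: cells transiently co-express mutant CFTR-F508del with the halide-sensitive YFP; corrector assay measuring rescue of mutant channel to the surface after 24 h compound exposure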
Active calls of the source: *; & = joins results of further samples.

What do the screens show for `CCOc1ccccc1NC(=O)c1cccc2c1C(=O)N(C1CCCCC1)C2`?
ARNT-TACC3 inh: -1; XiGFP reactiv: 0.2; esBAF inh: -1; RAD54 branch: 7; GSIS activator: -1; ERAP1 inh: 1; RAD52 inh: -8; CFTR F508del cor: 0.2

How did COc1ccccc1NCC(=O)N/N=C(\C)c1cccs1 do in these assays?
ARNT-TACC3 inh: 3; XiGFP reactiv: 0.0; GSIS activator: -1; ERAP1 inh: -2; RAD52 inh: 6; CFTR F508del cor: -0.5

What do the screens show for `CCCCC#Cc1ccccc1CC(=O)Nc1ccccc1`?
ARNT-TACC3 inh: 0; XiGFP reactiv: 0.0; esBAF inh: -3; RAD54 branch: -6; GSIS activator: -4; ERAP1 inh: -2; RAD52 inh: -12; CFTR F508del cor: -2.3

Results for CC(C)N(C(=NCc1ccccc1)NC(=O)c1ccccc1)C(C)C ?
ARNT-TACC3 inh: -1; XiGFP reactiv: 0.6; esBAF inh: -5; RAD54 branch: 6; GSIS activator: 5; RAD52 inh: -3; CFTR F508del cor: -1.6

What do the screens show for `CC(=O)N1CCN(C(=O)c2cccc(S(=O)(=O)N3CCN(c4ccccc4)CC3)c2)CC1`?
ARNT-TACC3 inh: 4; XiGFP reactiv: 0.2; esBAF inh: 0; RAD54 branch: -3; GSIS activator: 8; ERAP1 inh: -1; RAD52 inh: -8; CFTR F508del cor: -2.6

How did COc1ccc(-c2cnc3c(c2)C(=O)N([C@H](C)CO)C[C@H](C)[C@H](CN(C)C(=O)C2CCC2)O3)cc1 do in these assays?
ARNT-TACC3 inh: 4; XiGFP reactiv: -1.0; esBAF inh: 7; RAD54 branch: 1; GSIS activator: 3; ERAP1 inh: 2; RAD52 inh: -1; CFTR F508del cor: -4.6

What do the screens show for `CCCCC(CC(O)COCCC)C(=O)NN` (stereo unspecified)?
ARNT-TACC3 inh: -2; XiGFP reactiv: 0.0; GSIS activator: -16; ERAP1 inh: 5; RAD52 inh: -2; CFTR F508del cor: 5.9

Results for c1ccc(CSc2ncn[nH]2)nc1 ?
ARNT-TACC3 inh: -6; XiGFP reactiv: 0.0; GSIS activator: 10; ERAP1 inh: 1; RAD52 inh: -14; CFTR F508del cor: 0.6

What do the screens show for `O=C(Nc1ccc(Cl)cc1)c1ccc2sc([C@@H]3O[C@H](CO)[C@H](O)[C@H](O)[C@H]3O)nc2c1`?
XiGFP reactiv: -0.2; esBAF inh: 11; RAD54 branch: -4; ERAP1 inh: -3; RAD52 inh: -7; CFTR F508del cor: -4.1

How did C[C@@]12CCC3[C@@](CCC4[C@@]3(C)CCC[C@@]4(C)C(=O)NCc3ccccc3)(CC1=O)C2 (stereo partly specified) do in these assays?
ARNT-TACC3 inh: 0; XiGFP reactiv: -0.1; esBAF inh: 0; RAD54 branch: -3; GSIS activator: 3; ERAP1 inh: 6; RAD52 inh: -2; CFTR F508del cor: 0.8

Reprinted from the part before: two compounds, followed by the next part.
What do the screens show for `O=C(Nc1ccc(Cl)cc1)c1ccc2sc([C@@H]3O[C@H](CO)[C@H](O)[C@H](O)[C@H]3O)nc2c1`?
XiGFP reactiv: -0.2; esBAF inh: 11; RAD54 branch: -4; ERAP1 inh: -3; RAD52 inh: -7; CFTR F508del cor: -4.1

How did C[C@@]12CCC3[C@@](CCC4[C@@]3(C)CCC[C@@]4(C)C(=O)NCc3ccccc3)(CC1=O)C2 (stereo partly specified) do in these assays?
ARNT-TACC3 inh: 0; XiGFP reactiv: -0.1; esBAF inh: 0; RAD54 branch: -3; GSIS activator: 3; ERAP1 inh: 6; RAD52 inh: -2; CFTR F508del cor: 0.8

How did Cc1cc(C)c(C)c(S(=O)(=O)N2CCN(CC(=O)Nc3sccc3C#N)CC2)c1C do in these assays?
ARNT-TACC3 inh: -6; XiGFP reactiv: 0.1; esBAF inh: 5; RAD54 branch: 6; GSIS activator: 6; ERAP1 inh: 3; RAD52 inh: -21; CFTR F508del cor: 1.1

Results for CN1CCN(C(=O)C2=C[C@@H](C3CCCCC3)C[C@@H](OCc3ccc(CO)cc3)O2)CC1 ?
ARNT-TACC3 inh: -2; XiGFP reactiv: 0.1; esBAF inh: -6; RAD54 branch: 7; GSIS activator: 7; ERAP1 inh: 3&5; RAD52 inh: -6&11; CFTR F508del cor: 3.2&-1.7

Results for CCN1C(=O)c2cccc3c(S(=O)(=O)N4CCCC4C(=O)O)ccc1c23 (stereo unspecified) ?
ARNT-TACC3 inh: 13; XiGFP reactiv: 0.0; esBAF inh: -1; RAD54 branch: 9; GSIS activator: -8; ERAP1 inh: -3; RAD52 inh: -2; CFTR F508del cor: -2.8

What do the screens show for `CC(O)[C@H]1CNC(=O)C(=O)N1CCc1cccc(F)c1` (stereo partly specified)?
ARNT-TACC3 inh: 6; XiGFP reactiv: -0.1; esBAF inh: -3; RAD54 branch: -6; GSIS activator: 1; ERAP1 inh: -2; RAD52 inh: 0; CFTR F508del cor: -6.7

What do the screens show for `O=C(N[C@H]1CC[C@@H](CC(=O)N2CCC(Cc3ccccc3)CC2)O[C@H]1CO)c1cnccn1`?
ARNT-TACC3 inh: 1; XiGFP reactiv: -0.7; esBAF inh: 5; RAD54 branch: 2; GSIS activator: 15; ERAP1 inh: 5; RAD52 inh: -6; CFTR F508del cor: -1.2

Results for COc1ccc(CCNC(=S)c2ccccc2)cc1OC ?
ARNT-TACC3 inh: 2; XiGFP reactiv: 0.0; esBAF inh: -3; RAD54 branch: 2; GSIS activator: -31; ERAP1 inh: -1; RAD52 inh: -9; CFTR F508del cor: 2.4

Results for Nc1c(Cl)c(Cl)nc(C(=O)OCC(=O)NC2CCCCC2)c1Cl ?
ARNT-TACC3 inh: -1; XiGFP reactiv: 0.0; esBAF inh: -4; RAD54 branch: -2; GSIS activator: 0; ERAP1 inh: 1; RAD52 inh: -23; CFTR F508del cor: -2.6

What do the screens show for `COCC#Cc1ccc2c(c1)O[C@@H](CN(C)C(=O)C1CCC1)[C@@H](C)CN([C@@H](C)CO)S2(=O)=O`?
ARNT-TACC3 inh: -8; XiGFP reactiv: 0.5; esBAF inh: -2; RAD54 branch: -4; GSIS activator: 4; ERAP1 inh: 0; RAD52 inh: -6; CFTR F508del cor: -3.2

How did CC1=CC(=O)C(C(C)C)=CC1=NC(=O)c1ccc(C)cc1 do in these assays?
ARNT-TACC3 inh: -5; XiGFP reactiv: 0.3; GSIS activator: 19; ERAP1 inh: 1; RAD52 inh: 12; CFTR F508del cor: 1.7

What do the screens show for `COc1ccccc1CNC(=O)C[C@@H]1CC[C@@H](NC(C)=O)[C@@H](CO)O1`?
ARNT-TACC3 inh: 0; XiGFP reactiv: 0.5; esBAF inh: -3; RAD54 branch: 4; GSIS activator: -3; ERAP1 inh: -4; RAD52 inh: 1; CFTR F508del cor: 0.4

Results for O=C(CN1C(=O)NC2(CCc3ccccc32)C1=O)c1ccc(Cl)cc1 (stereo unspecified) ?
ARNT-TACC3 inh: 0; XiGFP reactiv: 0.4; GSIS activator: 6; ERAP1 inh: -5; RAD52 inh: -4; CFTR F508del cor: 1.5

Results for CS(=O)(=O)Nc1ccccc1-c1cccc2nccn12 ?
XiGFP reactiv: 0.1; esBAF inh: -2; RAD54 branch: 3; ERAP1 inh: 1; RAD52 inh: -16; CFTR F508del cor: -0.3

What do the screens show for `CC(C)NC(=O)N(C)C[C@H]1Oc2ncc(C#Cc3ccc(F)cc3)cc2C(=O)N([C@H](C)CO)C[C@H]1C`?
ARNT-TACC3 inh: -7; XiGFP reactiv: -0.3; esBAF inh: 0; RAD54 branch: -5; GSIS activator: 3; ERAP1 inh: 0; RAD52 inh: 1; CFTR F508del cor: 0.5

Results for O=C(CCC1CCCN(C(=O)c2cncs2)C1)NCc1ccc(F)c(F)c1 (stereo unspecified) ?
ARNT-TACC3 inh: -4; XiGFP reactiv: 0.0; esBAF inh: -2; RAD54 branch: 2; GSIS activator: 13; ERAP1 inh: 0; RAD52 inh: 1; CFTR F508del cor: -3.5

What do the screens show for `CCCCCCN=C(C)c1ccccc1O`?
ARNT-TACC3 inh: -8; XiGFP reactiv: 0.1; RAD54 branch: 0; GSIS activator: -6; ERAP1 inh: 3; RAD52 inh: -2; CFTR F508del cor: 3.5

How did CCc1ccc(C2CC(=O)N3CN(c4ccccc4)CSC3=C2C#N)cc1 (stereo unspecified) do in these assays?
ARNT-TACC3 inh: -1; XiGFP reactiv: 0.0; esBAF inh: 1; RAD54 branch: 5; GSIS activator: -9; ERAP1 inh: -9; RAD52 inh: -9; CFTR F508del cor: -2.8

What do the screens show for `Nc1c2c(nc3cccc(Cl)c13)N(c1ccccc1)CC2`?
ARNT-TACC3 inh: -2; XiGFP reactiv: -0.1; GSIS activator: 3; ERAP1 inh: 1; RAD52 inh: -22; CFTR F508del cor: -2.3

Results for Clc1ncccc1-c1nnn(-c2ccccc2Br)n1 ?
ARNT-TACC3 inh: -1; XiGFP reactiv: 0.0; esBAF inh: 50*; RAD54 branch: -2; GSIS activator: 40; RAD52 inh: -7; CFTR F508del cor: 2.0

How did CCOC(=O)c1nn(-c2ccccc2F)c2nc(-c3ccco3)c(C#N)c(=O)n12 do in these assays?
ARNT-TACC3 inh: -14; XiGFP reactiv: 0.0; GSIS activator: 12; ERAP1 inh: 2; RAD52 inh: -7; CFTR F508del cor: 0.8

What do the screens show for `CCOc1ccccc1N(CC(=O)Nc1ccc(S(=O)(=O)N2CCOCC2)cc1)S(C)(=O)=O`?
ARNT-TACC3 inh: -1; XiGFP reactiv: 0.0; esBAF inh: -1; RAD54 branch: -6; GSIS activator: 7; ERAP1 inh: 4; RAD52 inh: 0; CFTR F508del cor: -1.7

What do the screens show for `C[C@@H]1CCCCO[C@H](CN(C)C(=O)c2ccccc2)[C@@H](C)CN([C@@H](C)CO)C(=O)c2cc(NS(=O)(=O)c3cccs3)ccc2O1`?
ARNT-TACC3 inh: -1; XiGFP reactiv: 1.6; esBAF inh: 0; RAD54 branch: -5; GSIS activator: -20; ERAP1 inh: 4; RAD52 inh: -39; CFTR F508del cor: 2.0

How did CC(=O)N1[C@H](C(=O)NCc2ccccc2F)[C@@H](CO)[C@@H]2Cn3c(ccc(-c4ccccc4)c3=O)[C@@H]21 do in these assays?
ARNT-TACC3 inh: -3; XiGFP reactiv: 0.4; esBAF inh: -1; RAD54 branch: 6; GSIS activator: 12; ERAP1 inh: -1; RAD52 inh: 0; CFTR F508del cor: -1.9

Results for O=C(NCC[C@@H]1CC[C@@H](NS(=O)(=O)c2cccc(F)c2)[C@H](CO)O1)C1CCCC1 ?
ARNT-TACC3 inh: 2; XiGFP reactiv: 0.3; esBAF inh: -1; RAD54 branch: 18; GSIS activator: -1; ERAP1 inh: 2; RAD52 inh: -4; CFTR F508del cor: -0.2

Assay outcomes: PubChem BioAssay, Broad Institute
